Assay outcomes from PubChem BioAssay.
Epigenetic mod = epigenetic modulators derepressing GFP locus in mouse cells | mouse C127i GFP locus derepression, cytometry, 30 h | Potency, µM (titrated, usually from 46.1 µM), inactives show at the highest dose GFP derepression (activation) | 68,000 tested, 0.09% active; also: % of control where 0% means no effect
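Read-out is the number of GFP-positive cells, scored as fluorescent objects 20 to 120 um wide, reflecting derepression of a silenced CMV-GFP reporter in murine C127i cells after 30 h compound exposure at 37 C.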
HBB splice mod = modulators of hemoglobin beta chain splicing; AID 925; 65,000 tested, 0.06% active; Potency, µM (titrated, usually from 46.1 µM), inactives show at the highest dose activation, actives largely listed as activators; HBB splicing reporter cell assay, activation; EGFP reporter with mutant IVS2-654 intron; response scale: normalised to 500 nM splice-correcting PNA; also: potency is read from the fitted curve at half-maximal effect; 0% is about no effect
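Compounds were applied for 2 days to HeLa EGFP-654 cells, 500/well in Optimem with 2% FCS. The reporter's EGFP is disrupted by mis-splicing of beta-globin intron IVS2-654. Readout: summed well GFP fluorescence from 488 nm laser scanning; reference was 500 nM antisense […] 654 PNA.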
HADH2 inh = inhibitors of human HADH2 dehydrogenase; Q99714; recombinant HADH2, NADH fluorescence, beta-hydroxybutyryl-CoA; Potency, µM (doses to about 57.1 µM), inactives show top-dose activity change, negative = inhibition, actives largely listed as inhibitors; 73,000 tested, 3.4% active; also: potency is read from the fitted curve at half-maximal effect; % is scaled to controls: 0 for no effect and ±100 for the full control effect; nearly all actives have a fitted effect of over 60% in size; many of its hits are not listed in these tables
Target sequence (Q99714 whole entry, looked up, one chain of several): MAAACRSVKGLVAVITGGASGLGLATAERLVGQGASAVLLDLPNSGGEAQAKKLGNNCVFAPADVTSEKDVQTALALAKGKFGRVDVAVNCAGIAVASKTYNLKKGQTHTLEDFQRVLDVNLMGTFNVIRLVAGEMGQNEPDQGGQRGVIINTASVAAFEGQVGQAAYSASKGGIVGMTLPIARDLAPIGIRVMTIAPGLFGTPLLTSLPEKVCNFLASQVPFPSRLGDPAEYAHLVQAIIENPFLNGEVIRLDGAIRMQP
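Read-out: 360 nm excitation, 450 nm emission, kinetic over 4 min. Conditions: His-tagged human HADH2 20 nM, pH 9.0 Tris with Tween-20, 1 mM NAD+, 90 uM beta-hydroxybutyryl-CoA.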
Luciferase inh = blocks Photinus pyralis firefly luciferase activity | P08659 | purified firefly luciferase, luminescence, 8 min | Potency, µM (series often up to 57.1 µM), without a hit: at the top dose activity change, negative = inhibition, hits mostly inhibitors | 72,000 tested, 2.2% active | AID 411; also: potency is read from the fitted curve at half-maximal effect; % is scaled to controls: 0 for no effect and ±100 for the full control effect; nearly all actives have a fitted effect of over 40% in size
Target sequence (P08659 whole entry, looked up): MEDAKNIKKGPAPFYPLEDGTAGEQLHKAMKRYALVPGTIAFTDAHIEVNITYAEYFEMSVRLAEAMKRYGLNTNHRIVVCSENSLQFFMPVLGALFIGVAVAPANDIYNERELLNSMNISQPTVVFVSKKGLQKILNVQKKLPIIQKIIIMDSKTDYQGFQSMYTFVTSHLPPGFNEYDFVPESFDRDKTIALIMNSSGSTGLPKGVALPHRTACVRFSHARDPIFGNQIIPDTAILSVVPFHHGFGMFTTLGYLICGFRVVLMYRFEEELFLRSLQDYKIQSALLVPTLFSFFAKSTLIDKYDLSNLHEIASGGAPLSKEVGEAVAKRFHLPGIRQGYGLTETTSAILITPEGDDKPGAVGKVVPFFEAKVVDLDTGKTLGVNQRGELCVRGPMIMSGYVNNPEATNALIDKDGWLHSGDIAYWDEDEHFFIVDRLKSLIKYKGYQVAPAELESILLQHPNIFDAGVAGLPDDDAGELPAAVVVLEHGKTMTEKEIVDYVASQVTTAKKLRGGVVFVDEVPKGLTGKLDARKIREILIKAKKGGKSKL
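Here, luciferase activity is measured as luminescence following an 8 min room-temperature reaction at 10 uM ATP, pH 7.2. Every library sample is titrated.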
UbGFP stabilizer = proteasome inhibitors stabilizing ubiquitin-GFP reporter. Potency, µM (top dose mostly 45.9 µM), for the others: at the top dose activation (GFP accumulation), hits mostly activators. 67,000 tested, under 10 active. Ubiquitin-GFP reporter cells, proteasome inhibition, GFP fluorescence; response scale: untreated = 0%, 10 µM MG-132 = 100%; active = well fitted activation curve with a large enough effect, not every such curve was filed as active; inconclusive = small, poorly fitted or top-dose-only effect, or another doubt; inactive = no such curve, though single readings can be large or run the other way; also: potency is read from the fitted curve at half-maximal effect
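GFP accumulation read-out: laser plate cytometry counting ubiquitin(G76V)-GFP-expressing U2OS cells after 4 hr compound exposure at 37 °C. Titrations spanned 46 uM to 2.9 nM; 0% = basal, 100% = 10 uM MG-132; concentration-response curves fitted.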
ERK AVP inh = vasopressin-driven ERK pathway inhibition; HEK293-V1b, vasopressin-stimulated pERK AlphaScreen; Potency, µM (series often up to 57.5 µM), for the others: at the top dose activity, negative = inhibition, usual class: inhibitors; 72,000 tested, 0.99% active; also: potency is read from the fitted curve at half-maximal effect; % is scaled to controls: 0 for no effect and ±100 for the full control effect; nearly all actives have a fitted effect of over 55% in size
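HEK293 cells stably expressing V1b receptor, seeded overnight in 1% FBS, were treated with compounds for 30 min at 37C, then stimulated 5 min with 25 nM vasopressin; phospho-ERK read by AlphaScreen SureFire after lysis.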
CRE-bla Fsk = modulators of forskolin-stimulated CRE signaling in CHO cells; Potency, µM (highest dose often 38.2 µM), for the others: top-dose activity change, negative = inhibition, most hits filed as activators; CHO CRE-bla reporter (cAMP response element driving beta-lactamase), forskolin EC10, beta-lactamase ratio; 71,000 tested, 2.5% active; active = well fitted activation curve with a large enough effect in the signal ratio, with a control signal flat, not every such curve was filed as active; inconclusive = small, poorly fitted or top-dose-only effect, or effect the other way, or a change in a side signal; the % refers to the signal ratio; also: potency is read from the fitted curve at half-maximal effect; % of control where 0% means no effect
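Forskolin analogue NKH 477 at EC10 stimulated CRE-driven beta-lactamase in CHO cells alongside compound dilution series. Beta-lactamase was measured with CCF4, excitation 405 nm, emission ratio 460/530 nm.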
15-hLO inh = blocks human 15-lipoxygenase activity. AID 887. purified 15hLO-1, xylenol orange hydroperoxide absorbance. Potency, µM (series often up to 57.1 µM), without a hit: at the highest dose activity change, negative = inhibition, hits mostly inhibitors. 74,000 tested, 1.4% active. P16050; also: potency is read from the fitted curve at half-maximal effect; % is scaled to controls: 0 for no effect and ±100 for the full control effect; nearly all actives have a fitted effect of over 55% in size
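Readout: Fe(III)-xylenol orange absorbance, 573-to-405 nm ratio as reaction progress. Enzyme 40 nM purified human 15hLO-1, substrate 50 uM arachidonic acid, 6 min RT after 15 min compound preincubation; Hepes pH 7.5 buffer with Triton X-100.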
Tau filament bind = tau filament binding. recombinant tau filaments, thioflavin S fluorescence, 15 h; filaments grown with octadecylsulfate alongside compound. Potency, µM (titrated, usually from 57.1 µM), without a hit: top-dose activity change, negative = inhibition. 71,000 tested, 2% active. AID 596;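 also: potency is read from the fitted curve at half-maximal effect; % is scaled to controls: 0 for no effect and ±100 for the full control effect; actives lower thioflavin S fluorescence by blocking filaments or displacing dye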
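Recombinant tau protein (human, 1 uM final) plus 30 uM ODS in HEPES pH 7.4 with NaCl, DTT and thioflavine S. Compound present from the start; fluorescence at 510 nm after 15 h, 37 C.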
Pol III holo inh = blocks replication by bacterial DNA polymerase III holoenzyme | reconstituted DNA polymerase III holoenzyme replication, biochemical | Potency, µM (doses to about 57.1 µM), without a hit: top-dose activity change, negative = inhibition | 71,000 tested, 0.25% active | AID 603; also: potency is read from the fitted curve at half-maximal effect; % is scaled to controls: 0 for no effect and ±100 for the full control effect
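Reconstituted *E. coli* holoenzyme (0.35 nM Pol III, 1 nM beta, 154 nM SSB, 2 nM primase) was preincubated with compound for 15 min at RT. Synthesis on 1.4 nM ssM13Gori ran 35 min, then was stopped with PicoGreen/EDTA and read as dsDNA fluorescence.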
Hsp90 Hop PPI = changes Hsp90-Hop TPR2A binding signal, up or down | AlphaScreen TPR2A-His6 binding biotin-Hsp90 C-terminal peptide | Potency, µM (series often up to 57 µM), without a hit: at the top dose activity change, negative = inhibition | 71,000 tested, 0.44% active; active = well fitted curve in either direction with a large enough effect; inconclusive = small, poorly fitted or top-dose-only effect, or another doubt; also: potency is read from the fitted curve at half-maximal effect; % is scaled to controls: 0 for no effect and ±100 for the full control effect; many of its hits are not listed in these tables
* marks the source's active call; other numbers are inactive results; [ ] = remark or other dose. Unless noted, calls follow the shape of the dose curve; as a rule, active = well fitted curve in the direction sought with a large enough effect; inconclusive = small, poorly fitted or top-dose-only effect, or another doubt; inactive = no such curve, though single readings can be large; an effect the other way counts as inactive or inconclusive. Only part of the results is shown (hit frequency here may not be typical).

What do the screens show for `Cn1cccc1Cc1nnc(SCC(=O)NCc2ccco2)n1-c1ccc(F)cc1`?
Epigenetic mod: 2%; HBB splice mod: -0.4%; HADH2 inh: 7%; Luciferase inh: -1%; UbGFP stabilizer: 4%; ERK AVP inh: 10%; CRE-bla Fsk: -12%; 15-hLO inh: -16%; Tau filament bind: -5%; Pol III holo inh: -1%; Hsp90 Hop PPI: -2%

What do the screens show for `COc1ccc(S(=O)(=O)N2CCN(c3c(C)cccc3C)CC2)cc1OC`?
HBB splice mod: 2.4%; HADH2 inh: 13%; Luciferase inh: 1%; UbGFP stabilizer: 13%; CRE-bla Fsk: 16%; 15-hLO inh: -18%; Tau filament bind: 6%; Pol III holo inh: 10%; Hsp90 Hop PPI: 1%

What do the screens show for `CCOC(=O)c1ccc(N=C2NC(=O)CS2)cc1`?
Epigenetic mod: 3%; HBB splice mod: -4.5%; HADH2 inh: -9%; Luciferase inh: -2%; UbGFP stabilizer: -4%; ERK AVP inh: -18%; CRE-bla Fsk: -4%; 15-hLO inh: 2%; Tau filament bind: 6%; Pol III holo inh: -4%; Hsp90 Hop PPI: -2%

How did CC1=C(C(=O)N2CCN(C(=O)c3ccco3)CC2)C2(CCC(C)CC2)OC1=O (centres undefined) do in these assays?
Epigenetic mod: -2%; HBB splice mod: -0.5%; HADH2 inh: -2%; Luciferase inh: 0%; UbGFP stabilizer: 3%; ERK AVP inh: -22%; CRE-bla Fsk: -2%; 15-hLO inh: 7%; Tau filament bind: -14%; Pol III holo inh: -6%; Hsp90 Hop PPI: -4%

Results for COc1ccc2c(C)cc(SCC(=O)N3CCOCC3)nc2c1 ?
Epigenetic mod: 0%; HBB splice mod: 0.4%; HADH2 inh: -4%; Luciferase inh: 1%; UbGFP stabilizer: 2%; ERK AVP inh: -21%; CRE-bla Fsk: inconclusive; 15-hLO inh: -12%; Tau filament bind: 20%; Pol III holo inh: -4%; Hsp90 Hop PPI: -3%

Results for Cc1n[nH]c(C)c1N1C(=O)c2cccc3c(N4CCCCCC4)ccc(c23)C1=O ?
Epigenetic mod: 2%; HBB splice mod: 16µM*; HADH2 inh: -13%; Luciferase inh: -1%; UbGFP stabilizer: -8%; ERK AVP inh: -29%; CRE-bla Fsk: inconclusive; 15-hLO inh: inconclusive; Pol III holo inh: 76%; Hsp90 Hop PPI: 10%

Results for C=CCNC(=O)c1ccc(C)c(Br)c1 ?
Epigenetic mod: 2%; HBB splice mod: -2.4%; HADH2 inh: 1%; Luciferase inh: -2%; UbGFP stabilizer: 5%; ERK AVP inh: 2%; CRE-bla Fsk: -1%; 15-hLO inh: 3%; Tau filament bind: 10%; Pol III holo inh: -1%; Hsp90 Hop PPI: -3%

What do the screens show for `CCOCCn1c(N2CCN(c3ccc(OC)cc3)CC2)nc2c1c(=O)[nH]c(=O)n2C`?
Epigenetic mod: -2%; HBB splice mod: 0.3%; HADH2 inh: -5%; Luciferase inh: -13%; UbGFP stabilizer: 1%; ERK AVP inh: -5%; CRE-bla Fsk: 6%; 15-hLO inh: inconclusive; Tau filament bind: -9%; Pol III holo inh: -3%; Hsp90 Hop PPI: -1%

What do the screens show for `COc1ccccc1CNC(=O)C1CCN(S(=O)(=O)N2CCCCC2)CC1`?
Epigenetic mod: 2%; HBB splice mod: -3.4%[57.5 µM]; HADH2 inh: 14%; Luciferase inh: 3%; UbGFP stabilizer: 4%; ERK AVP inh: 8%; CRE-bla Fsk: 0%; 15-hLO inh: 4%; Tau filament bind: 6%; Pol III holo inh: -7%; Hsp90 Hop PPI: -2%

What do the screens show for `CCc1c(C(=O)NCc2cnn(C)c2)csc1C`?
Epigenetic mod: -2%; HBB splice mod: 1.3%; HADH2 inh: -6%; Luciferase inh: 2%; UbGFP stabilizer: -2%; ERK AVP inh: -10%; CRE-bla Fsk: 1%; 15-hLO inh: 8%; Tau filament bind: -8%; Pol III holo inh: 0%; Hsp90 Hop PPI: 1%

How did Cc1ccc2c(c1)c1c(n2CC(O)Cn2c(C)nc3ccccc32)C(=O)CCC1 (centres undefined) do in these assays?
HBB splice mod: -0.9%; HADH2 inh: 14%; Luciferase inh: -4%; UbGFP stabilizer: -5%; ERK AVP inh: 3%; CRE-bla Fsk: 13%; 15-hLO inh: -2%; Tau filament bind: 306%; Pol III holo inh: -5%; Hsp90 Hop PPI: -3%[2.3 µM]

Results for CCOC(=O)c1ccc(CNC(=O)Cn2nnc(-c3ccc(C)cc3)n2)o1 ?
Epigenetic mod: 0%; HBB splice mod: -0.2%; HADH2 inh: 7%; Luciferase inh: 1%; UbGFP stabilizer: -2%; ERK AVP inh: -1%; CRE-bla Fsk: -6%; 15-hLO inh: 1%; Tau filament bind: 13%; Pol III holo inh: -1%; Hsp90 Hop PPI: -4%

How did CCC(CC)NCc1ccc(OC)cc1OC do in these assays?
Epigenetic mod: -3%; HBB splice mod: 1.0%; HADH2 inh: 5%; Luciferase inh: 1%; UbGFP stabilizer: -4%; ERK AVP inh: -4%; CRE-bla Fsk: -13%; 15-hLO inh: 15%; Tau filament bind: -15%; Pol III holo inh: 1%; Hsp90 Hop PPI: 0%

What do the screens show for `CCOC(=O)N/N=C1/C[C@@H](O)[C@@H](O)[C@@H]2[C@H]3C(=O)N(c4ccc(F)cc4F)C(=O)[C@@H]3CC[C@@H]12`?
HBB splice mod: -0.2%[9.22 µM]; HADH2 inh: 1%[11.4 µM]; Luciferase inh: 0%[11.4 µM]; ERK AVP inh: 11%[11.5 µM]; 15-hLO inh: -2%[11.4 µM]

Results for Cc1sc(NC(=O)c2ccco2)c(C(c2cccnc2)N2CCN(c3ccc(F)cc3)CC2)c1C (centres undefined) ?
Epigenetic mod: -3%; HBB splice mod: -0.7%; HADH2 inh: inconclusive; Luciferase inh: 4%; UbGFP stabilizer: -5%; ERK AVP inh: inconclusive; CRE-bla Fsk: inconclusive; 15-hLO inh: -2%; Tau filament bind: 84%; Pol III holo inh: -3%; Hsp90 Hop PPI: -26%

What do the screens show for `COc1c2c(nc3ccccc13)OC(C(C)(O)COC(C)=O)C2` (centres undefined)?
Epigenetic mod: 3%; HBB splice mod: 0.3%[9.22 µM]; HADH2 inh: -5%; Luciferase inh: 2%; UbGFP stabilizer: 22%; ERK AVP inh: -15%; CRE-bla Fsk: 12%; 15-hLO inh: 1%; Tau filament bind: 3%; Pol III holo inh: 5%; Hsp90 Hop PPI: -2%

Results for CCN1CCCC1Cn1cnc2c([nH]c3cccc(Cl)c32)c1=O (centres undefined) ?
Epigenetic mod: 0%; HBB splice mod: 3.7%[0.369 µM]; HADH2 inh: 7%; Luciferase inh: 2%; ERK AVP inh: inconclusive; CRE-bla Fsk: inconclusive; 15-hLO inh: -1%; Tau filament bind: -1%; Pol III holo inh: -9%; Hsp90 Hop PPI: -4%

What do the screens show for `C=CCn1c(NCCO)nc2c1c(=O)n(C)c(=O)n2C`?
Epigenetic mod: 5%; HBB splice mod: 0.0%[57.5 µM]; HADH2 inh: -5%; Luciferase inh: 1%; UbGFP stabilizer: -2%; ERK AVP inh: 4%; CRE-bla Fsk: 13%; 15-hLO inh: 9%; Tau filament bind: 8%; Pol III holo inh: -5%; Hsp90 Hop PPI: -1%

Results for O=C(Nc1ccc(OC(=O)c2ccco2)cc1)c1ccco1 ?
Epigenetic mod: 10%; HBB splice mod: -1.0%; HADH2 inh: -18%; Luciferase inh: 13µM*; UbGFP stabilizer: -6%; ERK AVP inh: -19%; CRE-bla Fsk: 10%; 15-hLO inh: -4%; Tau filament bind: -4%; Pol III holo inh: 6%; Hsp90 Hop PPI: -5%

What do the screens show for `COC(=O)c1nc2n(n1)C(c1cc(OC)ccc1OC)C(C(=O)OC1CCCCC1)=C(C)N2` (centres undefined)?
Epigenetic mod: 4%; HBB splice mod: -0.9%; HADH2 inh: -8%; Luciferase inh: 0%; UbGFP stabilizer: -7%; ERK AVP inh: 14%; CRE-bla Fsk: inconclusive; 15-hLO inh: -8%; Tau filament bind: 29%; Pol III holo inh: -3%; Hsp90 Hop PPI: -15%
